# Source: PubChem (several laboratories)
# P. falciparum M17LAP = P. falciparum M17LAP inhibitors, primary screen, biochemical, fluorogenic H-Leu-NHMec substrate, 1536-well (AID 1619); recombinant M17LAP, H-Leu-NHMec fluorogenic kinetic assay; higher % means a stronger effect; inhibition, % at 30 µM, or IC50 in µM where a hit was titrated; actives 0.38% (n = 220,000);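 active means compound inhibiting the enzyme by more than half at any dose during confirmatory dose-response retesting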;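 further: plate controls were full reaction with DMSO carrier for no effect and no enzyme background for full effect; strong numbers were not always called active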
# LYP inhibition = inhibitors of LYP phosphatase, biochemical, fluorescence intensity, uHTS (AID 1779); actives 0.054% (n = 290,000); inhibition, % at 11.5 µM, or IC50 in µM where a hit was titrated; Tyrosine-protein phosphatase non-receptor type 22 (Homo sapiens); recombinant LYP phosphatase, fluorescence intensity; higher % means a stronger effect;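 further: plate controls were vehicle with enzyme for no effect and no enzyme for full effect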
# PMI inhibitors = inhibitors of human PMI, primary screen, biochemical, fluorescence intensity, coupled assay (AID 1209); Mannose-6-phosphate isomerase (Homo sapiens); actives 0.42% (n = 190,000); purified PMI enzyme, coupled fluorescence intensity; higher % means a stronger effect; inhibition, % at 20 µM, or IC50 in µM where a hit was titrated;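 further: plate controls were DMSO vehicle for no effect and wells lacking substrate for full effect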
# M1AAP inhibition = P. falciparum M1AAP inhibitors, biochemical, fluorogenic H-Leu-NHMec substrate, 1536-well (AID 1445). Aminopeptidase N (Plasmodium falciparum (isolate 3D7)). recombinant M1AAP, H-Leu-NHMec fluorogenic kinetic assay; higher % means a stronger effect. one-dose inhibition, % at 30 µM; IC50 in µM for titrated hits. actives 0.42% (n = 220,000);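 active means primary inhibition above the hit cutoff, then over 50% inhibition at one or more dose response concentrations, cut at about 23% in these data, passing the limit was not always enough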;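 further: plate controls were DMSO full reaction for no effect and no enzyme background for full effect; strong numbers were not always called active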
# XIAP antagonists = XIAP antagonists, biochemical, IAP family, fluorescence polarization (AID 1018); displacement, % at 20 µM; hits with a dose series show IC50 in µM; actives 0.007% (n = 200,000); XIAP BIR domain, fluorescence polarization peptide displacement; higher % means a stronger effect; in the data active means displacement above about 50%; further: a part of the inactive calls stands beside numbers as strong as those of hits
# TNAP activation fold = human TNAP enzyme activators, primary screen, biochemical, luminescent, no phosphate acceptor, uHTS (AID 1001) | activation fold at 20 µM; hits with a dose series show EC50 in µM | purified TNAP, luminescent activation assay, no phosphate acceptor; higher activation fold means a stronger effect | actives 0.03% (n = 200,000); in the data active means activation fold from about 3, or a potency from the dose series; inactive means the rest, 99 in 100 with activation fold below about 1.6; further: many of its hits are not listed in these tables
# PMI inhibition = human PMI inhibitors, high substrate, primary screen, biochemical, fluorescence intensity, high mannose 6-phosphate (AID 1220); Mannose-6-phosphate isomerase (Homo sapiens); recombinant PMI enzyme, coupled fluorescence intensity; higher % means a stronger effect; inhibition, % at 20 µM, or IC50 in µM where a hit was titrated; actives 0.66% (n = 190,000)
# Yfh1-off respiration = enhancers of respiration in Yfh1-depleted yeast, dose response, Friedreich's ataxia, plus single-dose screen (AID 1465); S. cerevisiae Yfh1-off respiration, WST-1 reduction, 72 h; higher fold induction means a stronger effect; one-dose fold induction at 50 µM; EC50 in µM for titrated hits; actives 0.074% (n = 220,000);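 active means fold induction of absorbance versus untreated yeast above a set limit, then at least 30% activation at any dose in follow-up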;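 further: activators that raise dye reduction in frataxin-depleted yeast; strong numbers were not always called active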
# WT yeast gro inh = growth inhibition of WT strain, primary screen, mitochondrial fusion inhibitor project, WT and mutant strains, chemical genetic | actives 2.1% (n = 190,000) | inhibition, % at 10 µM | AID 1362, 2008 | mitochondrial fusion phenotypic screen; in the data active means inhibition above about 58%; tested in S. cerevisiae
# WT yeast gro inh mutant strain = further read-out of WT yeast gro inh, marked with its call; inhibition, %; mitochondrial fusion phenotypic screen, mutant strain inhibition
# * = called active by the depositor; i = inactive; · = no result given. Unless noted, no stated cut-off is given here; in the data, active means inhibition above about 50%; inactive means the rest.
no.	smiles	P. falciparum M17LAP	LYP inhibition	PMI inhibitors	M1AAP inhibition	XIAP antagonists	TNAP activation fold	PMI inhibition	Yfh1-off respiration	WT yeast gro inh	WT yeast gro inh mutant strain
1	CN1CCN(c2ccc(NC(=O)c3cccc(OCc4ccccc4)c3)cc2)CC1	0%	-2%	20%	10%	-1.8%	1.1	13%	·	17	21
2	CCCCn1c(N(CCOC(C)=O)C(C)=O)nc2ccccc21	5%	·	·	3%	·	·	·	i	-18	-7
3	COc1ccc(/C=C/C(=O)NCc2cnn(C)c2C)cc1COc1ccc(Br)cc1	8%	-4%	8%	0%	-2.0%	1.1	3%	i	15	-8
4	COc1ccc(OCCSc2nnc(Cc3cccc4ccccc34)n2N)cc1	18%	-8%	4%	11%	2.1%	1.2	4%	i	4	-25
5	CCC(C)NC(=O)CSc1ccc(NC(C)=O)cc1 (stereo not given)	-11%	-5%	-4%	8%	-5.5%	1.1	5%	i	-8	-19
6	COc1ccc(S(=O)(=O)NCC(=O)N(CC(=O)NCC2CCCO2)c2ccccc2C)cc1 (stereo not given)	-3%	0%	4%	0%	-4.1%	1.1	4%	i	3	6
7	CCN(CC)C(=O)CSc1nnc(-c2ccco2)n1N	8%	-9%	10%	5%	-3.6%	1.1	3%	i	23	-7
8	Cc1ccc(/C=C2\SC(=S)N(CCC(=O)NNS(=O)(=O)c3ccccc3)C2=O)cc1	-1%	-5%	·	2%	·	·	·	i	·	·
9	CCN(CC)CCNC(=O)/C(=C\c1cccn1C)NC(=O)c1cccs1	48%	3%	12%	36%	·	1.1	5%	i	-10	-2
10	CCOC(=O)c1sc(=S)n(Cc2ccccc2)c1C	1%	-4%	·	1%	·	·	·	i	·	·
11	C=CCOC(=O)C1=C(C)NC(SCC(N)=O)=C(C#N)C1c1ccc(C)cc1 (stereo not given)	2%	1%	·	1%	·	·	·	i	·	·
12	CCOC(=O)c1c(C)[nH]c(C(=O)Nc2ccc3c(c2)OCO3)c1C	0%	-6%	15%	-10%	-12%	1.1	22%	·	10	6
13	Cc1noc(NC(=O)c2cccc(Cl)c2Cl)c1C#N	96%	-3%	-12%	6%	-2.7%	1	2%	i	-8	-2
14	Cn1c(C(=O)O)c(CC(=O)Nc2ccc(F)cc2F)c2ccccc21	8%	0%	-16%	2%	-3.8%	1.1	-8%	i	-21	-8
15	CC(C)Oc1cc(N)c(Cl)cc1Cl	17%	-5%	-15%	2%	-2.9%	1.1	4%	i	-7	-29
16	Cc1cc2c3c(c1)C(C)(c1ccccc1)CC(C)(C)N3C(=O)C21C(C#N)=C(N)OC2=C1C(=O)CC(C)(C)C2 (stereo not given)	2%	7%	10%	1%	-7.9%	1	3%	i	28	-4
17	CC(=O)Nc1ccc(S(=O)(=O)NCc2ccc(C(=O)NCc3ccc(Cl)cc3)cc2)cc1	-1%	3%	-8%	7%	-4.9%	0.9	0%	i	6	14
18	N#Cc1ccccc1NC(=O)Nc1ccccc1	-8%	-2%	-6%	-5%	-4.6%	1.1	-3%	i	-3	10
19	CC(C)CN1C(=O)NC(NC(=O)c2cccs2)(C(F)(F)F)C1=O (stereo not given)	-13%	-8%	18%	-7%	-1.8%	1.1	6%	i	-1	-47
20	CCOc1ccc(NC(=O)CC2C(=O)N(c3ccc(OC)cc3)C(=O)N2CCc2ccc(OC)c(OC)c2)cc1 (stereo not given)	6%	-5%	-3%	9%	-2.7%	1.2	2%	i	-4	-9
21	COc1ccc(-c2noc(-c3ccoc3C)n2)cc1	16%	-4%	8%	0%	-5.9%	1	2%	i	8	14
22	O=C(CC1(O)C(=O)Nc2ccccc21)c1cccc(-n2cccc2)c1 (stereo not given)	9%	3%	0%	9%	-4.6%	1.1	-4%	i	12	9
23	COc1cc(/C=N/Nc2ccc(C)cc2)cc(Br)c1O	0%	-2%	-46%	14%	-4.3%	0.9	-74%	i	16	38
24	O=C(O)c1ccc(-c2nc(-c3ccc(Cl)c(Cl)c3)cs2)cc1	10%	-1%	-3%	3%	-5.7%	1.1	6%	i	75*	52*
25	O=C(COc1ccccc1)c1cn(CC(=O)N2CCCC2)c2ccccc12	4%	-6%	-6%	8%	-8.5%	1	-5%	i	-3	-4

# Part of the list above, set out differently.
17) CC(=O)Nc1ccc(S(=O)(=O)NCc2ccc(C(=O)NCc3ccc(Cl)cc3)cc2)cc1
12) CCOC(=O)c1c(C)[nH]c(C(=O)Nc2ccc3c(c2)OCO3)c1C
10) CCOC(=O)c1sc(=S)n(Cc2ccccc2)c1C
9) CCN(CC)CCNC(=O)/C(=C\c1cccn1C)NC(=O)c1cccs1

screen / no. | 17 | 12 | 10 | 9
P. falciparum M17LAP | -1% | 0% | 1% | 48%
LYP inhibition | 3% | -6% | -4% | 3%
PMI inhibitors | -8% | 15% | · | 12%
M1AAP inhibition | 7% | -10% | 1% | 36%
XIAP antagonists | -4.9% | -12% | · | ·
TNAP activation fold | 0.9 | 1.1 | · | 1.1
PMI inhibition | 0% | 22% | · | 5%
Yfh1-off respiration | i | · | i | i
WT yeast gro inh | 6 | 10 | · | -10
WT yeast gro inh mutant strain | 14 | 6 | · | -2

# (next part)
no.	smiles	P. falciparum M17LAP	LYP inhibition	PMI inhibitors	M1AAP inhibition	XIAP antagonists	TNAP activation fold	PMI inhibition	Yfh1-off respiration	WT yeast gro inh	WT yeast gro inh mutant strain
26	O=C(CCC(=O)N1CCN(S(=O)(=O)c2ccc(Cl)cc2)CC1)Nc1cccc(Br)c1	-12%	4%	27%	-4%	-7.0%	1	14%	i	25	-5
27	COc1cc(OC)cc(C(=O)OCc2ccc([N+](=O)[O-])cc2)c1	8%	-1%	-10%	10%	-5.3%	1	1%	i	0	1
28	N#CC1=C(N)Oc2ccc3ccccc3c2C1c1cccnc1 (stereo not given)	0%	-9%	2%	3%	-2.2%	1	11%	i	5	-1
29	COc1cccc(CN(C)CC(=O)Nc2ccccc2C(=O)Nc2ccccc2)c1OC	1%	0%	10%	0%	-18%	1.1	12%	i	23	8
30	COc1ccc(-n2nc3c(c2NC(=O)c2c(-c4ccccc4Cl)noc2C)CS(=O)(=O)C3)cc1	-1%	4%	2%	5%	-4.9%	1	7%	·	7	2
31	C=CCNC(=O)c1ccc(Cl)cc1Cl	3%	-1%	-2%	2%	-11%	1	-4%	i	-3	-37
32	O=C(O)c1ccc(S(=O)(=O)c2ccccc2)cc1	2%	-6%	6%	-2%	-3.4%	1.1	-3%	i	9	7
33	Cc1nn(C)c(C)c1S(=O)(=O)N1CCCC(C(=O)N2CCN(c3ccccc3)CC2)C1 (stereo not given)	-1%	-9%	-39%	3%	-5.9%	1.1	-24%	·	4	3
34	CNC(=S)N/N=C(\C)c1ccc2c(c1)OCCO2	9%	-2%	12%	-3%	-8.7%	1	8%	i	-12	-7
35	CN(C(=O)COC(=O)/C=C/c1cccc([N+](=O)[O-])c1)C1CCS(=O)(=O)C1 (stereo not given)	2%	-11%	·	5%	·	·	·	i	·	·
36	COc1ccc(-c2ccc(S(=O)(=O)NCC3CCCO3)cc2)cc1 (stereo not given)	2%	-9%	4%	1%	-13%	1	-6%	i	1	-23
37	COCCn1c(SCC(=O)NCc2ccco2)nnc1-c1c[nH]c2ccccc12	1%	-6%	4%	3%	-5.5%	1.1	8%	i	-3	3
38	Cc1cc2c(c(=O)o1)C(CC(C)C)C(C#N)=C(N)O2 (stereo not given)	-4%	-4%	4%	1%	-12%	1.2	9%	i	-26	-46
39	CCn1c(SCC(=O)N2CCCc3ccccc32)nc2c(c1=O)SC(C)C2 (stereo not given)	0%	0%	9%	7%	-2.7%	1.1	-8%	i	9	6
40	O=C(c1ccccc1SCc1ccc(F)cc1)N1CCOCC1	4%	-9%	-3%	-7%	-5.7%	1.1	-6%	i	1	-4
41	CN(C)c1nc2sc3c(c2c(=O)n1C)CC(C)(C)OC3	16%	-10%	-6%	1%	-5.6%	1	-8%	i	-1	2
42	O=C(CNC(=O)c1ccc(Cl)cc1)Nc1ccccc1C(F)(F)F	-8%	7%	6%	-2%	-2.7%	1.1	2%	i	2	9
43	O=C(Cn1cc([N+](=O)[O-])cn1)Nc1nccs1	-4%	-6%	14%	0%	-6.6%	1.1	6%	i	4	18
44	COc1cccc(C2c3[nH]c4ccccc4c3CCN2C(=O)Cn2cncn2)c1OC (stereo not given)	-8%	-9%	·	1%	-2.5%	1.2	·	i	-9	-17
45	CN(Cc1nc(-c2ccc(C(F)(F)F)cc2)no1)C1CCOCC1	-13%	-7%	10%	0%	-11%	1	14%	i	2	7
46	Cc1ccc(S(=O)(=O)N2CCCC(C(=O)Nc3ccc(NC(=O)c4ccccn4)cc3)C2)cc1 (stereo not given)	-11%	1%	3%	2%	-2.7%	1.1	10%	i	-5	6
47	CCCCN(CC)Cc1c(O)ccc2c3c(c(=O)oc12)CCC3	i	-48%	·	58µM*	·	·	·	i	·	·
48	Fc1ccccc1C(c1nnnn1Cc1ccc2c(c1)OCO2)N1CCN(Cc2ccccc2)CC1 (stereo not given)	-8%	-3%	6%	9%	-0.9%	1.1	1%	i	15	19
49	CN1CCN(S(=O)(=O)c2ccc(NC(=S)NC(=O)C3CC3)cc2)CC1	-6%	-3%	-1%	9%	-1.3%	1.1	-1%	i	-11	-8
50	CCCNS(=O)(=O)c1ccc(CCC(=O)Nc2ccc3c(c2)OCCO3)cc1	7%	-2%	7%	10%	-2.7%	1.1	50%*	i	2	-9

# Look-ups from the list:
# M1AAP inhibition result of no. 41 = 1%
# PMI inhibitors result of no. 30 = 2%
# TNAP activation fold result of no. 49 = 1.1
# WT yeast gro inh mutant strain result of no. 15 = -29
# PMI inhibitors result of no. 20 = -3%

# Additional structures.
no.	smiles	P. falciparum M17LAP	LYP inhibition	PMI inhibitors	M1AAP inhibition	XIAP antagonists	TNAP activation fold	PMI inhibition	Yfh1-off respiration	WT yeast gro inh	WT yeast gro inh mutant strain
51	CCCn1ncc(/C=N/O)c1C	7%	-12%	·	-3%	·	·	·	i	·	·
52	COc1cc(OC)cc(C(=O)Nc2cc(-c3cn4cccnc4n3)ccc2C)c1	6%	-25%	-4%	11%	-6.2%	1.1	-8%	i	5	4
53	COc1ccc2nc(/C=N/NC(=O)[C@H](C)NC(=O)OC(C)(C)C)ccc2c1	-136%	-11%	-10%	13%	-4.6%	0.9	8%	i	-10	-9
54	COCc1[nH]nc2c1C(c1cc(OC)c(O)c(OC)c1)C(C#N)=C(N)O2 (stereo not given)	3%	-6%	54%*	6%	-9.5%	0.6	·	i	-4	1
55	CCOC(=O)CNC(=O)CSc1nc2cccnc2n1Cc1ccccc1	8%	-7%	5%	-1%	-6.0%	1.1	14%	i	17	9
56	Cc1nc([N+](=O)[O-])c(Br)n1Cc1ccc(Cl)c(Cl)c1	-1%	-3%	-8%	-1%	-6.5%	1.1	-10%	i	47	39
57	CN1CCN(C(=O)c2ccc3c(c2)OCCO3)CC1	-6%	-7%	-20%	4%	-15%	1.1	-15%	i	-11	-8
58	O=C(CSc1ncccc1-c1nc2ccccc2[nH]1)N1CCN(c2ccccc2F)CC1	-45%	-8%	13%	7%	-6.9%	1	19%	i	6	6
59	Cc1cc(NC(=O)CCCN2C(=O)c3cccc4cccc(c34)C2=O)no1	11%	-3%	9%	3%	-6.0%	1.1	14%	i	-1	0
